From PubChem BioAssay
TRb-SRC2 inh: disrupts binding of human TR beta to SRC2; TRbeta-SRC2 peptide binding, fluorescence polarization; receptor liganded with 1 µM T3; AID 1469; P10828; Potency, µM (doses to about 106 µM), for inactives: at the highest dose activity change, negative = inhibition, actives largely listed as inhibitors; actives 0.065% (n = 280,000);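 note: plate controls were bound peptide for no effect and peptide without receptor for full effect; nearly all actives have a fitted effect of over 50% in size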
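Fluorescence polarization of 20 nM Texas Red SRC2 peptide (20-aa NR interaction domain) bound to 0.6 uM human TRb ligand-binding domain, with 1 uM T3, after 5 hr at ambient temperature; inhibition seen as decreased polarization.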
ALDH1A1 block: blocks purified human ALDH1A1 activity. P00352. Purified ALDH1A1, NADH fluorescence, propionaldehyde substrate. Potency, µM (titrated, usually from 75.3 µM), for inactives: at the highest dose activity, negative = inhibition, hits mostly inhibitors. actives 7.3% (n = 220,000). AID 1030; active = well fitted inhibition curve with a large enough effect, not every such curve was filed as active; inconclusive = small, poorly fitted or top-dose-only effect, or another doubt; inactive = no such curve, though single readings can be large or run the other way;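 note: plate controls were no enzyme wells and a reference inhibitor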
Target sequence (P00352 whole entry, looked up): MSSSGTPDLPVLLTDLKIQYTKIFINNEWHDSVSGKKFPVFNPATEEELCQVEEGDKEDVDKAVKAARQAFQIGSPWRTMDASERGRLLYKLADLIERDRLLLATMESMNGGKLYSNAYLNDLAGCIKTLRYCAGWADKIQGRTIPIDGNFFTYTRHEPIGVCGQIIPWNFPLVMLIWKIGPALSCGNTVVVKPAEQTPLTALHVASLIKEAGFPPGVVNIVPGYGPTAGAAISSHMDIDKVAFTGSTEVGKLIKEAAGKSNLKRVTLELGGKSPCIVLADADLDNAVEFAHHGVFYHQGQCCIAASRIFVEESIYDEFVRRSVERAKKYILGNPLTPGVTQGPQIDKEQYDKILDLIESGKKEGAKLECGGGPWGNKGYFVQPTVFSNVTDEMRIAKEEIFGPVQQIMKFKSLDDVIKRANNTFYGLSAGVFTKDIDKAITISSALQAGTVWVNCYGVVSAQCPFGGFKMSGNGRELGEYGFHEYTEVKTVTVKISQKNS
JMJD2E inh: blocks human JMJD2E demethylase activity. Potency, µM (series often up to 57.1 µM), for the others: at the highest dose activity change, negative = inhibition, hits mostly inhibitors. actives 1.6% (n = 230,000). AID 2147. JMJD2E catalytic domain, FDH-coupled NADH fluorescence (FDH is formaldehyde dehydrogenase); active = well fitted inhibition curve with a large enough effect, not every such curve was filed as active; inconclusive = small, poorly fitted or top-dose-only effect, or another doubt; inactive = no such curve, though single readings can be large or run the other way;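 note: 0% = wells with enzyme and -100% = buffer wells without enzyme; nearly all actives have a fitted effect of over 50% in size; many of its hits are not listed in these tables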
Target sequence (B2RXH2 1-337 limits assumed): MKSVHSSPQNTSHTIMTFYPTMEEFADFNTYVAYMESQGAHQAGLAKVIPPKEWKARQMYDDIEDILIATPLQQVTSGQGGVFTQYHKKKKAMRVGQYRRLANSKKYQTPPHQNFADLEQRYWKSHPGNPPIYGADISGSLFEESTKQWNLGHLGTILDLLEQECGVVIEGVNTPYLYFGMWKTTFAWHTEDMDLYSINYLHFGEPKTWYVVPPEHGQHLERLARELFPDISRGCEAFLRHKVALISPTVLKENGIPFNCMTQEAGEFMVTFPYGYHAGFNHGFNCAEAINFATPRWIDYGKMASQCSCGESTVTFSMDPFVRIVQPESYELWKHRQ
RECQ1 inh: blocks DNA unwinding by human RECQ1 | AID 2549 | RECQ1 DNA unwinding, red fluorescence kinetic read | P46063 | actives 0.54% (n = 240,000) | Potency, µM (doses to about 57.3 µM), inactives show top-dose activity, negative = inhibition, hits mostly inhibitors;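 note: plate controls were vehicle for no effect and no enzyme for full effect; nearly all actives have a fitted effect of over 30% in size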
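50 nM RECQ1T1 preincubated 15 min with compound in Tris pH 8.0 buffer with MgCl2, DTT, Tween-20 and 2.5 ug/ml poly(dI-dC); started with 200 nM TAMRA/BHQ-2 forked duplex and 2 mM ATP. Unwinding read as fluorescence (525/598 nm), two reads 2 h apart.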
SMN2 splice enh: SMN2 splice variant enhancement | HEK293 SMN2-luciferase splicing reporter, luminescence, 30-36 h | Potency, µM (titrated, usually from 46.1 µM), without a hit: at the top dose activity change, positive = activation, usual class: activators | actives 2.8% (n = 210,000) | AID 1458; note: % of control where 0% means no effect; nearly all actives have a fitted effect of over 55% in size
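HEK293 cells carry an SMN2 […]–luciferase reporter in which exon 7 inclusion puts luciferase in frame. Cells were plated 10-12 h before compound addition, then incubated 30-36 h at 37C. ONE-Glo luminescence was read; sodium butyrate at 4.5 mM final served as control.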
Lamin A splicing: changes lamin A minigene splicing in HeLa cells | HeLa LMNA splicing GFP/RFP minigene ratio, 48 h | Potency, µM (titrated, usually from 46.1 µM), for inactives: top-dose ratio change, negative = inhibition, usual class: inhibitors | actives 0.01% (n = 200,000); active = well fitted inhibition curve with a large enough effect in the signal ratio, with a control signal flat, not every such curve was filed as active; inconclusive = small, poorly fitted or top-dose-only effect, or effect the other way, or a change in a side signal; the % refers to the signal ratio; note: % is set by controls: 0 for no effect and ±100 for the full control effect
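S3 HeLa cells stably expressing lamin A-EGFP splicing minigene plus DsRed2, 600 cells/well, 48 h compound exposure at 37C. Laser-scanning cytometry; analysed as GFP (500-530 nm)/RFP (575-640 nm) total intensity ratio; 0.5% DMSO vehicle.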
RGS12 GoLoco inh: inhibitors of human Gai1-RGS12 GoLoco interaction (red fluorophore). Potency, µM (doses to about 61.6 µM), inactives show at the top dose activity, negative = inhibition, actives largely listed as inhibitors. actives 0.44% (n = 230,000). P63096. Gai1:RGS12 GoLoco peptide FP, rhodamine, 10 min; active = well fitted inhibition curve with a large enough effect, not every such curve was filed as active; inactive = no such curve, though single readings can be large or run the other way; note: % is set by controls: 0 for no effect and ±100 for the full control effect; nearly all actives have a fitted effect of over 30% in size; many of its hits are not listed in these tables
TexasRed fluor: counter-screen for TRb-SRC2 inhibitors: fluorescence interference | TRb/SRC2 Texas Red total fluorescence interference | Potency, µM (series often up to 106 µM), inactives show top-dose fluorescence change, negative = quenching | actives 0.29% (n = 280,000) | AID 1479; active = well fitted curve in either direction with a large enough effect; inconclusive = small, poorly fitted or top-dose-only effect; note: % is set by controls: 0 for no effect and ±100 for the full control effect
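Flags fluorescent or light-absorbing compounds by total fluorescence, S + 2P, at 555 nm excitation and 632 nm emission. Mixture: 20 nM Texas Red SRC2 peptide, 0.6 uM human TRb LBD, 1 uM T3, 5% DMSO; compound exposure 5 h at ambient temperature.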
Starred values were filed as active, the others as inactive; i = inactive; u = inconclusive; x = not tested or not shown; [ ] = dose if it differs, or a comment. Unless noted, calls come from the whole dose curve; as a rule, active = well fitted curve in the direction sought with a large enough effect; inconclusive = small, poorly fitted or top-dose-only effect, or another doubt; inactive = no such curve, though single readings can be large; an effect the other way counts as inactive or inconclusive. Potency is the fitted concentration of half-maximal effect. Only part of the results is shown; count on the stated rates, not on these rows.

Values run as follows: TRb-SRC2 inh | Lamin A splicing | ALDH1A1 block | TexasRed fluor | SMN2 splice enh | RGS12 GoLoco inh | RECQ1 inh | JMJD2E inh
Cc1ccc2oc(=O)ccc2c1
  -1.3%[201 µM] | x | u | -0.8%[201 µM] | 2.6% | -6.9% | 10.0% | x
COc1ccccc1N(CC(O)COc1ccccc1)S(=O)(=O)c1ccccc1 (configuration not stated)
  -1.8% | -1.3% | 8.7% | -2.8% | 25.9% | -6.6% | -28.1% | -17.4%
CCOC(=O)C1(Cc2cccc(F)c2)CCN(Cc2cn(CC)nc2C)CC1
  3.7% | x | 2.5% | -3.9% | x | -1.8% | -5.5% | 4.8%
Cc1cccc(NC(=O)C23CCC(C)(C(=O)O2)C3(C)C)c1 (configuration not stated)
  1.7% | -3.5%[46 µM] | 10.5% | -2.1% | 9.8% | 1.9% | 10.7% | 4.5%
CC(C)(C)c1ccccc1OCCN1CCCC1
  -2.4% | 0.8% | 2.9% | -1.2% | -25.0% | -20.3% | -2.2% | -6.4%
COC(=O)CC1=C(C(=O)OC)[C@@H](c2ccccc2[N+](=O)[O-])C(C#N)=C(N)O1
  -0.7% | x | x | -1.2% | x | -9.8% | -3.8% | -18.3%
CC(C)CSc1nc2c(c(=O)[nH]c(=O)n2C)n1CC(O)COc1cccc2ccccc12 (configuration not stated)
  7.5% | 0.2% | 17.8µM* | -3.6% | -1.3% | -2.3% | -1.7% | 4.4%
CC(=O)Nc1cccc(S(C)(=O)=O)c1
  1.2% | -6.3% | 6.0% | -1.1% | 2.5% | 0.7% | 1.9% | 0.1%
O=C(CSc1nc2ccc(S(=O)(=O)N3CCOCC3)cc2[nH]1)N1CCOCC1
  9.6% | -1.2% | 3.55µM* | -0.1% | -36.2% | -22.2% | -10.6% | -3.1%
COCCN(CC(=O)NCc1ccc(OC)cc1)C(=O)CCC(=O)Nc1nccs1
  3.3% | 9.4% | 12.3% | 0.3% | -22.3% | 3.4% | -9.6% | 0.8%
Cc1cccc(NC(=O)Cn2c(=O)n(CCC(=O)NC3CCCC3)c(=O)c3ccccc32)c1
  1.4% | 3.2% | 6.4% | -3.3% | 16.4% | -4.6% | -4.1% | -1.2%
COc1ccc(NC2c3ncccc3C(=O)N2Cc2cccs2)cc1 (configuration not stated)
  -3.0% | x | 3.16µM* | -1.3% | -4.8% | 11.3% | i | 6.2%
NC(=O)c1cc(Br)cc(C2CCCCC2)c1O
  2.4% | x | -12.0% | -0.4% | x | -9.2% | -9.0% | u
O=C(CCc1nc2ccccc2s1)OCc1ccccc1
  -0.3% | -9.2% | -8.0% | -1.6% | -9.7% | 1.8% | -2.6% | 3.7%
Cc1nc(Nc2ccccc2)c2nc(-c3ccccc3)n(CCCN3CCCCC3C)c2n1 (configuration not stated)
  0.6% | x | -9.3% | -1.8% | -11.9% | 0.2% | -0.4% | -9.0%
CCOC(=O)c1c(NC(=O)c2nn(CC)cc2Br)sc2c1CCCCC2
  3.3% | 0.8% | u | -1.1% | -19.7% | 4.9% | -0.8% | u
CC(=O)NS(=O)(=O)c1ccc(NC(=O)c2cc(-c3cccs3)nc3ccccc23)cc1
  5.0% | -4.7% | u | -18.6% | -0.1% | -5.5% | -1.8% | u
COc1ccc(/C(O)=C2/C(=O)C(=O)N(CCN(C)C)C2c2ccccn2)cc1OC (configuration not stated)
  -13.4% | -6.1% | u | 0.7% | 18.4% | 16.6% | -8.4% | u
O=C(N=Nc1c(O)n(C2OC(=O)c3ccccc32)c2ccccc12)c1ccc(O)cc1 (configuration not stated)
  2.7% | 3.9% | 1.8% | -1.9% | -7.7% | 8.3% | 3.0% | -2.6%
Cc1cc(C(=O)NC(C)C)on1
  -1.3% | 3.4% | -13.3% | 0.1% | x | x | -2.4% | -0.5%
Cc1ccc(-c2cc(=O)c3ccc(F)cc3[nH]2)cc1
  4.9% | x | 8.4% | -0.7% | x | 10.6% | i | u
COc1ccc(OC)c(NC(=O)CSc2nnc(C)n2Cc2ccccc2)c1
  -2.7% | -4.8% | 17.8µM* | -1.2% | 5.1% | -10.0% | 1.6% | 3.2%
CCC(=O)N(CC)c1nc(-c2cc(OC)ccc2OC)cs1
  -5.1% | -5.2% | 3.5% | -5.6% | 17.8% | 7.8% | 6.6% | 4.5%
Cc1sc(N/N=C/c2cccs2)nc1-c1ccccc1
  5.5% | u | -0.6% | -1.0% | -18.8% | 10.9% | -7.6% | -10.0%
CCOc1ccc(CNC(=O)C(CC)n2nc(C)n3c(cc4occc43)c2=O)cc1OC (configuration not stated)
  -0.5% | u | -2.2% | -0.5% | 5.0% | 2.3% | -4.5% | 0.3%
COc1cccc(CNC(=O)Cc2ccc(-n3c(=O)[nH]c4ccccc4c3=O)cc2)c1
  1.4% | -20.7% | -0.8% | -3.3% | -4.1% | 3.1% | u | -17.5%
CCc1cc2c(SCC(=O)NC(=O)c3cccn3C)ncnc2s1
  -8.8% | -23.1%[46 µM] | 7.3% | -0.5% | -21.5% | 31.9%[activator] | i | -15.0%
Cc1ccc(-n2nc(C)cc2N)c(C)c1
  -1.6% | -2.5%[46 µM] | 5.5% | -3.0% | 4.9% | 3.1% | -1.4% | -7.7%
Cc1nc([N+](=O)[O-])c(Br)n1CC(=O)c1ccccc1
  -2.3% | u | -11.5% | -1.8% | x | -6.5% | -0.4% | 9.6%
O=C1N/C(=C\c2ccsc2)C(=O)N1Cc1ccc(F)cc1
  -5.6% | 2.6% | 5.7% | 9.2% | -3.2% | 3.0% | -0.6% | -3.4%

New compounds follow
Values run as follows: TRb-SRC2 inh | Lamin A splicing | ALDH1A1 block | TexasRed fluor | SMN2 splice enh | RGS12 GoLoco inh | RECQ1 inh | JMJD2E inh
CC1(C)CC(=O)C2=C(C1)Nc1ccccc1NC2c1nc2ccccc2[nH]1 (configuration not stated)
  -3.5% | -0.6% | 2.8% | -0.3% | 8.7% | -10.2% | -0.2% | -6.1%
O=C(COC(=O)CNC(=O)c1ccc(Br)o1)Nc1ccc2c(c1)OCCO2
  0.0% | -2.2% | -6.0% | 0.1% | 4.5% | -0.2% | i | -3.6%
Cc1ccc(CNC(=O)CCSCCC(=O)NCc2ccc(C)cc2)cc1
  -5.4% | 5.8% | 3.7% | -1.6% | -8.7% | 48.4% | -6.5% | 5.4%
N#C/C(=C\c1ccccc1)C(=O)Nc1nncs1
  1.8% | u | -2.8% | -1.5% | x | 7.3% | -4.1% | 0.0%
Cc1ccc(S(=O)(=O)N2CN(Cc3ccco3)c3nc4ccccc4nc32)cc1C
  -0.2% | u | u | -0.4% | x | x | -13.6% | 3.8%
COC(=O)c1cccc(NC(=S)NCc2ccc(F)cc2)c1
  -9.7% | x | -10.9% | -5.2% | 7.08µM* | 5.7% | -8.9% | 3.9%
COCCn1c(=O)[nH]c2cc(C(=O)N3CCN(c4ccccc4OC)CC3)ccc2c1=O
  -18.4% | 6.9% | -7.9% | -5.4% | -8.9% | 8.3% | -1.2% | 2.3%
Cc1ccc(CNC(=O)Nc2ccc(C)cc2)cc1
  -6.3% | x | 3.0% | -5.2% | 0.3% | -21.8% | i | -7.8%
C=CCn1c(SCC(=O)N2CCOCC2)nc2scc(-c3ccco3)c2c1=O
  -12.4% | u | 17.8µM* | -4.1% | -3.5% | 1.1% | -28.5% | -11.7%
Cc1ccc(-c2nn3c(C)nnc3c3ccccc23)cc1S(=O)(=O)NC(C)c1ccccc1 (configuration not stated)
  -14.6% | 8.6%[0.0737 µM] | -2.6% | 0.7% | -2.9% | 14.6% | -8.8% | u
CCOC(=O)CCCNC(=O)COC(=O)c1cccc(C)c1O
  1.2% | 1.6% | -1.3% | 0.9% | 8.0% | -2.7% | -0.2% | 0.5%
Cc1nc2c(n1O)CCC/C2=N\O
  -4.0% | -0.7% | 3.0% | -1.2% | -15.1% | 1.1% | -5.4% | -10.4%
O=C(Cn1cc(C(F)(F)F)cc(Cl)c1=O)Nc1cc(Cl)cc(Cl)c1
  -0.4% | 8.7%[46 µM] | -3.9% | -4.2% | 1.6% | 11.2% | i | -10.7%
Cc1cnc(C)c(N2CCC(C(=O)NCc3ccco3)CC2)n1
  0.7% | 5.6% | 0.6% | 1.9% | -13.0% | 11.7% | -6.2% | 0.6%

Looked up one by one from above:
Values run as follows: TRb-SRC2 inh | Lamin A splicing | ALDH1A1 block | TexasRed fluor | SMN2 splice enh | RGS12 GoLoco inh | RECQ1 inh | JMJD2E inh
N#C/C(=C\c1ccccc1)C(=O)Nc1nncs1
  1.8% | u | -2.8% | -1.5% | x | 7.3% | -4.1% | 0.0%
Cc1ccc(CNC(=O)Nc2ccc(C)cc2)cc1
  -6.3% | x | 3.0% | -5.2% | 0.3% | -21.8% | i | -7.8%
CCOC(=O)CCCNC(=O)COC(=O)c1cccc(C)c1O
  1.2% | 1.6% | -1.3% | 0.9% | 8.0% | -2.7% | -0.2% | 0.5%
Cc1ccc(S(=O)(=O)N2CN(Cc3ccco3)c3nc4ccccc4nc32)cc1C
  -0.2% | u | u | -0.4% | x | x | -13.6% | 3.8%
Cc1nc2c(n1O)CCC/C2=N\O
  -4.0% | -0.7% | 3.0% | -1.2% | -15.1% | 1.1% | -5.4% | -10.4%
O=C(COC(=O)CNC(=O)c1ccc(Br)o1)Nc1ccc2c(c1)OCCO2
  0.0% | -2.2% | -6.0% | 0.1% | 4.5% | -0.2% | i | -3.6%
